Screens: PubChem, National Center for Advancing Translational Sciences (NCATS)
Eya2 inh = Eya2 (human) phosphatase inhibition | recombinant Eya2, OMFP fluorescence dephosphorylation (OMFP is methylfluorescein phosphate) | Potency, µM (series often up to 76.9 µM), for the others: at the top dose activity, negative = inhibition, most hits filed as inhibitors | 330,000 compounds, 0.006% hits; note: potency is the fitted concentration of half-maximal effect; % is set by controls: 0 for no effect and ±100 for the full control effect
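Eya2 (0.2 uM) preincubated 10 min at ambient with compound, then OMFP substrate added at 50 uM; 10 min reaction in 50 mM HEPES pH 7.5, 50 mM NaCl, 5 uM MgCl2, 0.05% BSA, 1 mM DTT. Fluorescence read at Ex 485/Em 525 nm.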
Integrin act MD = activates integrin-mediated alleviation for muscular dystrophy | alpha7betagal myoblasts, beta-gal FDG fluorescence, 48 h | Potency, µM (series often up to 38.3 µM), for inactives: top-dose activation, hits mostly activators | 350,000 compounds, 0.064% hits;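 note: potency is the fitted concentration of half-maximal effect; 100% = response of the positive control SU9516; nearly all actives have a fitted effect of over 60% in size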
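alpha7betagal+/- myoblasts (passage 13, 250/well) treated 48 h at 37C with compounds at 1:260 dilution of DMSO stock. Lysed, then beta-galactosidase activity read as FDG fluorescence (ex 480/em 540) after 30 min, with pre-read for autofluorescence.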
TSHR antag = human thyrotropin receptor antagonism; P16473; TSHR-expressing cells, TSH-stimulated cAMP HTRF, 2 h; hits give low values; activity change, negative = inhibition, % at 11.5 µM; 330,000 compounds, 0.2% hits;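 active = activity change below a set negative limit, meaning inhibition stronger than a set level, cut at about -70% in these data; inconclusive = activity change between two set negative limits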; note: % is set by controls: 0 for no effect and ±100 for the full control effect
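Cell-based HTRF cAMP assay; TSHR cells + compound, TSH EC80 (4nM final), 2 h, 37 deg C. Lysis with anti-cAMP cryptate and cAMP-d2, 30 min RT, read 665/620 nm.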
ASM inhibitor = blocks human secretory acid sphingomyelinase. placental ASM, HMU-PC fluorogenic substrate, 60 min. Potency, µM (series often up to 57.5 µM), for the others: at the top dose activity change, negative = inhibition, hits mostly inhibitors. 340,000 compounds, 0.006% hits. AID 504937; note: potency is the fitted concentration of half-maximal effect
Target sequence (P17405 47-631 limits assumed): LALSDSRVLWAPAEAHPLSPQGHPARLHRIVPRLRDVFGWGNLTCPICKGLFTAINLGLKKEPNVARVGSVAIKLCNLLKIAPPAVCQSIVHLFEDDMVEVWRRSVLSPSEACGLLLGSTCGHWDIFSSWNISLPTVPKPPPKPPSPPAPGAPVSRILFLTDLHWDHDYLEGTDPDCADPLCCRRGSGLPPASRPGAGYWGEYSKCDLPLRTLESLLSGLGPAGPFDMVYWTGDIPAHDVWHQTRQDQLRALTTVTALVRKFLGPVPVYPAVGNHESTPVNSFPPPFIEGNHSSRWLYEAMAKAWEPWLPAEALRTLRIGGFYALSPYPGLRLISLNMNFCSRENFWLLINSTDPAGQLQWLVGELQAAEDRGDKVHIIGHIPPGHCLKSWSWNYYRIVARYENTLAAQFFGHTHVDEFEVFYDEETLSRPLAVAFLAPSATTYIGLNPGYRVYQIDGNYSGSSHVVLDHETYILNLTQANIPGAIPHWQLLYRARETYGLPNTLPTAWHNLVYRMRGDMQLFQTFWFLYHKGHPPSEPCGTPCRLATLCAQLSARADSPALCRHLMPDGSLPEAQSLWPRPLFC
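Fluorescence read-out (Ex 386 nm, Em 447 nm) after stopping the reaction at pH 10. Enzyme: ASM from human placenta; substrate HMU-PC0, 9 uM final; 60 min, 37 °C. Compound preincubation 10 min, ambient temperature.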
BCR signal inh = blocks chronic active B-cell receptor signaling | 340,000 compounds, 0.05% hits | Potency, µM (doses to about 46.1 µM), for the others: at the top dose ratio change, negative = lower green/red ratio, usual class: inhibitors | ABC-DLBCL IkBa-CBG/CBR reporter, luminescence ratio, 4 h; active = well fitted inhibition curve with a large enough effect in the signal ratio, with a control signal flat, not every such curve was filed as active; inconclusive = small, poorly fitted or top-dose-only effect, or effect the other way, or a change in a side signal; the % refers to the signal ratio;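 note: potency is the fitted concentration of half-maximal effect; plate controls were basal doxycycline-induced cells for no effect and cells given 10 µM MG132 for full effect; MG132 reads +100%, hits lower the ratio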
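Cell line TMD8 (human ABC DLBCL), stably expressing tet-inducible CBG68-IkBa fusion and CBR; IMDM/0.5% FBS; cpd up to 46 uM; dox induction, 4 h, 37C/5% CO2; dual luminescence; green/red ratio; MG132 control.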
ELG1 DNA repair = inhibitors of ELG1-dependent DNA repair in HEK293T cells; HEK293T ELG1-luciferase reporter, luminescence, 16 h; DNA damage induced by 5-fluorouridine; Potency, µM (titrated, usually from 46.1 µM), for inactives: top-dose activity change, negative = inhibition, usual class: inhibitors; 330,000 compounds, 2.3% hits; note: potency is the fitted concentration of half-maximal effect; % is set by controls: 0 for no effect and ±100 for the full control effect; nearly all actives have a fitted effect of over 55% in size
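Reporter activity after DNA damage by 5-fluorouridine is monitored. Compound-treated cells incubate 16 hr at 37 °C, then ONE-Glo is added for 30 min before luminescence reading.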
TCR activator = activates T cell receptor signaling | Potency, µM (highest dose often 9.22 µM), inactives show at the highest dose activation of IL-2 secretion, hits mostly activators | primary human leukocytes, anti-CD3, IL-2 HTRF, 48 h | 330,000 tested, under 10 active; note: % of control where 0% means no effect
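TCR engagement came from a-CD3 beads alone, with compounds added to primary human leukocytes for 48 hr. Secreted IL-2 bridged europium cryptate- and d2-labelled anti-IL-2 antibodies, giving FRET emission at 665nm after 320nm excitation.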
AT treatment = candidate therapy for ataxia-telangiectasia; […] A-T fibroblasts, KAP-1 phosphorylation AlphaLISA; neocarzinostatin DNA damage 30 min before lysis; Potency, µM (titrated, usually from 57.5 µM), for the others: at the highest dose activation, actives largely listed as activators; 320,000 compounds, 0.19% hits; note: potency is the fitted concentration of half-maximal effect; % of control where 0% means no effect; nearly all actives have a fitted effect of over 45% in size
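ATM-like activity read as KAP-1 phosphorylation via AlphaLISA donor/acceptor antibody pairs after lysis and 6 hr at 25C. Cells were ATM-null patient fibroblasts ([…], hTERT), dosed 60 min, then exposed to the DSB inducer NCS for 30 min.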
TSG101-PTAP inh = blocks PTAP/TSG101 interaction to inhibit HIV-1 budding; Potency, µM (top dose mostly 115 µM), without a hit: at the top dose activity change, negative = inhibition, most hits filed as inhibitors; Q99816; Fluorescence polarization, FITC-PTAP peptide / Tsg101 binding; 340,000 tested, under 10 active; active = well fitted inhibition curve with a large enough effect in the main read-out, with a control signal flat, not every such curve was filed as active; inconclusive = small, poorly fitted or top-dose-only effect, or effect the other way, or a change in a side signal; inactive = no such curve, though single readings can be large or run the other way; note: potency is the fitted concentration of half-maximal effect; % of control where 0% means no effect
Target sequence (Q99816 whole entry, looked up): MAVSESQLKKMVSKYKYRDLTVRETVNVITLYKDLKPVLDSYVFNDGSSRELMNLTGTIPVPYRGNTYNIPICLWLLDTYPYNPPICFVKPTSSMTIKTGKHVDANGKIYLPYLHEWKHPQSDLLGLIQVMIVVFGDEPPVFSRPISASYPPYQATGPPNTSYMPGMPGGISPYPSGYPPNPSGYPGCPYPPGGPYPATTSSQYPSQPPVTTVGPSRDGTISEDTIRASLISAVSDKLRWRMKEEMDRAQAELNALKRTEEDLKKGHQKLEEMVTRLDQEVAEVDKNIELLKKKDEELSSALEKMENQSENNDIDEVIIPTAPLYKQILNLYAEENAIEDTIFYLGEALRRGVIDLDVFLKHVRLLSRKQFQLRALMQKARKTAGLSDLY
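Tsg101 binding domain (10 uM final) was mixed with compound and a FITC-labeled PTAP peptide (50 nM final) in HEPES pH 7.5 buffer with NaCl, Tween 20, EDTA and TCEP; fluorescence polarization was read after 20 min at r.t.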
Mito fusion yeast = blocks mitochondrial division or promotes mitochondrial fusion. S. cerevisiae fusion-defective mutant growth rescue, CellTiterGlo 48 h. Potency, µM (doses to about 46.1 µM), for the others: at the top dose growth rescue (activation), most hits filed as activators. 320,000 compounds, 0.23% hits;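 note: potency is the fitted concentration of half-maximal effect; % of control where 0% means no effect; nearly all actives have a fitted effect of over 45% in size; temperature-sensitive fusion mutants such as fzo1-1 at 37 °C on non-fermentable ethanol glycerol medium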
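Temperature-sensitive fusion-defective S. cerevisiae (e.g. fzo1-1, mgm1-5) were grown with compound in YPEG medium (3% ethanol, 3% glycerol) for 48 hours at 37C. Growth rescue was measured as viability by CellTiterGlo luminescence after 10 minutes at ambient.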
Tb PFK inh = inhibitors of T. brucei phosphofructokinase. T. brucei PFK, ADP-Glo luminescence. Potency, µM (highest dose often 57.5 µM), inactives show at the top dose activity, negative = inhibition, most hits filed as inhibitors. 330,000 compounds, 0.17% hits. AID 485367;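 note: potency is the fitted concentration of half-maximal effect; 0% = uninhibited 1x PFK enzyme wells and -100% = no-enzyme wells; nearly all actives have a fitted effect of over 60% in size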
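ADP-Glo luminescence quantified ADP after 45 min at room temperature, with 1.25 nM T. brucei PFK, 0.1 mM ATP and 0.5 mM fructose-6-phosphate in pH 8.0 TEA buffer. qHTS titrations up to 57 µM; curves classified by quality.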
The depositor's hits bear a star; ? = inconclusive; · = not tested or not shown; [ ] = remark or other dose. Unless noted, calls come from the whole dose curve; as a rule, active = well fitted curve in the direction sought with a large enough effect; inconclusive = small, poorly fitted or top-dose-only effect, or another doubt; inactive = no such curve, though single readings can be large; an effect the other way counts as inactive or inconclusive. No enrichment for hits. Share with any hit: about 3.2%.

SMILES	Eya2 inh	Integrin act MD	TSHR antag	ASM inhibitor	BCR signal inh	ELG1 DNA repair	TCR activator	AT treatment	TSG101-PTAP inh	Mito fusion yeast	Tb PFK inh
CCCP(=O)(CC(=O)N(CC)CC)c1ccccc1 (stereo not given)	1.6%	-16.7%	15.9	0.9%	-0.8%	-0.8%	-6.9%	0.2%	-1.3%	-1.7%	0.3%
Cc1ccccc1OCc1nnc(SCC(=O)NCc2ccccc2)n1C	-7.4%	4.0%	11.2	0.5%	-2.7%	3.0%	·	-6.6%	-4.6%	-4.3%	0.3%
Cc1cccc(C)c1NC(=O)CSc1ncnc2[nH]ncc12	-7.9%	-16.5%	-5.9	-2.3%	-10.0%	?	1.0%	-12.4%	-1.8%	·	-2.9%
O=C(NCc1ccccc1Cl)c1ccc2c(=O)n(CC3CCCO3)c(=S)[nH]c2c1 (stereo not given)	2.7%	-5.0%	0.1	5.4%	-13.6%	?	-14.1%	6.1%	-4.0%	-2.3%	1.6%
Cc1c(Cl)cccc1NC(=O)Cn1nc(C)n2cccc2c1=O	4.2%	-3.4%	-3.1	4.6%	-12.3%	27.5%	5.8%	-5.6%	-0.8%	13.2%	-0.5%
CCc1ccc(CNC(=O)Cn2nc(-c3ccccc3)ccc2=O)cc1	-12.9%	12.0%	2.0	2.5%	-25.0%	5.5%	2.4%	2.2%	-8.8%	-18.9%	4.5%
O=C(Nc1nccs1)c1sc2cc(Cl)ccc2c1Cl	4.7%	-35.9%	0.3	-1.8%	14.6%	?	6.8%	-4.2%	1.8%	3.8%	0.2%
CC(C)CN(C(=O)CN1CCN(c2ccc(F)cc2)CC1)c1c(N)n(CC(C)C)c(=O)[nH]c1=O	-20.4%	-8.0%	8.5	3.6%	-12.6%	17.1%	1.2%[46.1 µM]	0.4%	-2.8%	-9.2%	-4.7%
CCOC(=O)N1CCC(NC(=O)Cn2ncc3ccccc32)CC1	10.6%	8.9%	7.5	-1.8%	?	-3.5%	-1.9%	·	-7.4%	0.4%	-1.3%
C=CCn1nnnc1SCC(=O)Nc1ccc(OC)cc1	3.4%	12.9%	43.8	-0.1%	-7.4%	24.9%	6.0%	0.5%	1.3%	4.2%	0.0%
O=C(O)c1cccc(NC(=O)c2ccccc2NC(=O)c2cccc([N+](=O)[O-])c2)c1	-11.9%	-10.4%	10.7	-0.4%	-0.9%	0.0%	·	-2.5%	-5.9%	4.1%	-1.1%
CCOC(=O)C1CCN(CC(=O)c2c(C)[nH]c3ccccc23)CC1	6.9%	-7.5%	3.4	0.5%	3.3%	-1.9%	-2.3%	-0.2%	-1.2%	3.7%	0.0%
Cc1noc(-c2ccc(Cl)cc2)c1C(=O)O/N=C(\N)c1ccc(C(C)(C)C)cc1	-6.1%	-44.4%	2.7	-1.2%	23.6%	?	-0.5%	8.0%	-9.6%	-24.3%	3.3%
CCOc1cc(C(=O)OCC(=O)Nc2cccc(C)c2)ccc1OCC(=O)N1CCOCC1	1.0%	0.0%	-5.7	6.4%	-16.2%	-17.8%	3.9%[46.1 µM]	0.7%	-1.5%	-1.2%	-13.0%
C[C@H](NC(=O)c1nc[nH]c1C(=O)N1CCNCC1)C(=O)OCc1ccccc1	0.2%	33.5%	-1.0	2.8%	2.3%	?	1.8%	10.6%	-4.9%	-6.0%	-5.3%
COCCCN1C(=O)c2ccc(C(=O)Nc3ccc(C)cc3C)cc2C1=O	-22.6%	9.9%	-11.4	-0.9%	?	-1.2%	1.6%	13.6%	-4.0%	7.8%	0.0%
CCN(CC)C(=O)c1[nH]cnc1C(=O)Nc1ccccc1	5.9%	0.0%	9.5	8.3%	17.4%	8.5%	11.2%	3.0%	0.9%	1.2%	0.8%
O=C(c1cccs1)n1nc(NCc2ccccc2)nc1NCc1ccccc1	0.0%	10.3%	-7.4	-4.7%	?	25.9µM*	1.9%[46.1 µM]	2.2%	-0.1%	2.9%	-1.0%
CCOC(=O)c1sc(C)c2c(=O)n(Cc3ccc(Cl)cc3)cnc12	6.9%	24.1%	-1.6	1.2%	2.6%	-3.5%	-3.2%	2.2%	2.9%	7.8%	0.1%
COc1ccc(NC(=O)c2cc(S(=O)(=O)N(C)C)ccc2N2CCCC2)cc1Cl	6.2%	6.2%	-6.1	0.5%	-25.3%	-7.9%	-1.8%[46.1 µM]	-6.5%	-3.4%	-0.2%	-0.3%
CC(=O)Nc1ccc2c(c1)OCCOCCOc1cc(NC(C)=O)ccc1OCCO2	12.5%	3.2%	0.5	1.2%	-4.4%	-4.1%	6.0%	7.4%	0.1%	-4.3%	1.0%
O=C(O)Cn1nnc(-c2ccc(OCc3ccccc3Cl)cc2)n1	6.5%	16.3%	-9.5	11.1%	4.4%	12.8%	2.8%	-20.5%	-5.5%	-3.1%	1.1%
O=C1NC2(CCC3(CC2)OCCO3)NN1c1ccc(Cl)cc1	15.6%	28.6%	-0.2	3.2%	6.7%	-11.0%	-2.9%	3.6%	-4.4%	4.0%	-3.3%
COc1ccc(C2Nc3cccc4cccc(c34)N2)cc1	-2.8%	-14.0%	-8.2	-6.8%	0.8%	10.8%	9.9%	8.8%	-6.4%	-4.0%	2.7%
CCN1CCN(CCNC(=O)c2cc(Cl)c(NC(=O)C3=C(C)OCCS3)cc2OC)CC1	-4.7%	-3.6%	1.4	3.1%	-0.4%	1.6%	-2.8%	10.3%	-5.7%	-3.8%	1.0%
(listing goes on)
SMILES	Eya2 inh	Integrin act MD	TSHR antag	ASM inhibitor	BCR signal inh	ELG1 DNA repair	TCR activator	AT treatment	TSG101-PTAP inh	Mito fusion yeast	Tb PFK inh
Cc1cc(NC(=O)COc2coc(CN3CCN(c4ccccc4)CC3)cc2=O)no1	7.0%	-16.7%	-12.7	-3.0%	1.7%	?	-7.5%	0.6%	-2.4%	3.1%	-7.0%
COc1ccc(C)cc1NC(=O)C1CCCN(S(=O)(=O)c2ccc(-n3cnnn3)cc2)C1 (stereo not given)	-1.3%	26.2%	2.1	1.0%	-1.8%	?	-15.7%	10.8%	-0.8%	0.1%	-0.3%
O=C(CCN1CCN(c2ccccc2)CC1)Nc1ccc2c(c1)OCO2	4.4%	36.1%	18.3	6.4%	-11.5%	-0.3%	-2.0%[46.1 µM]	-0.3%	-3.2%	2.8%	-5.3%
CCC(=O)NC(=S)Nc1ccc(NC(=O)COc2ccccc2)cc1	-1.2%	-1.8%	7.0	1.2%	1.7%	-16.4%	0.4%[46.1 µM]	-7.3%	-7.2%	-4.8%	-2.0%
CC(=O)Oc1cccc(/C=C2\C=C(c3ccc(C)cc3)OC2=O)c1	-3.6%	0.9%	-6.1	107.9%[activator]	8.3%	-10.8%	0.4%	5.6%	2.2%	-2.4%	2.9%
O=C(Nc1ccccc1)c1ccccc1N=Cc1ccccc1O	-3.5%	23.9%	-7.9	35.8%[activator]	3.8%	?	2.6%[46.1 µM]	3.4%	-1.3%	23.3%	-2.9%
O=C(Nc1ccnn1C1CCN(Cc2ccccc2)CC1)C1CCCC1	-1.6%	4.5%	6.6	·	2.8%	8.9%	5.3%	-1.2%	0.0%	-0.7%	5.9%
O=C(COC(=O)c1cccnc1)c1ccc(Cl)cc1	4.2%	20.8%	-7.1	0.1%	3.8%	9.6%	0.4%	1.9%	2.0%	-5.5%	2.4%
COc1ccc(OC)c(CNc2nc3ccccc3n2CCN2CCCCC2)c1	-0.3%	19.7%	-5.7	3.1%	?	?	3.8%	5.6%	-0.5%	-0.1%	-6.9%
Cc1cc2cc(CN(Cc3ccc4c(c3)OCO4)Cc3nnnn3C3CCCC3)c(=O)[nH]c2cc1C	9.0%	3.1%	7.5	-10.5%	-2.5%	?	-1.9%	2.1%	-2.7%	-2.5%	-0.6%
COc1ccc(OC)c(CNC(=O)c2coc(=O)c3ccccc23)c1	-6.1%	42.1%	1.0	-1.4%	-17.2%	6.3%	1.9%	-1.8%	-2.3%	0.2%	-4.7%
